P. falciparum M17LAP: P. falciparum M17LAP inhibitors, primary screen, biochemical, fluorogenic H-Leu-NHMec substrate, 1536-well (AID 1619); recombinant M17LAP, H-Leu-NHMec fluorogenic kinetic assay; higher % means a stronger effect; inhibition, % at 30 µM, or IC50 in µM where a hit was titrated; 220,000 compounds, 0.38% hits;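 active = compound inhibiting the enzyme by more than half at any dose during confirmatory dose-response retesting; inconclusive = strong single-dose inhibitors picked by rank but not retested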;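 note: plate controls were full reaction with DMSO carrier for no effect and no enzyme background for full effect; strong numbers were not always called active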
CSM14.1 death rescue: protection against thapsigargin-triggered cell killing – 384-well, CSM14.1, ATP luminescence, primary screen (AID 1222); 190,000 tested, under 10 active; CSM14.1 thapsigargin-induced death rescue, ATP luminescence; higher % means a stronger effect; one-dose cellular ATP content (survival), % at 20 µM; EC50 in µM for titrated hits;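 active = EC50 below 50 µM in the dose-response confirmation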;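 note: death triggered by thapsigargin at about 15 µM added after 2 h compound pretreatment; cell ATP read after overnight thapsigargin exposure of roughly 18 to 22 hours; normalized against plate controls of thapsigargin alone and 5% DMSO vehicle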
P. falciparum M1AAP: malaria alanyl aminopeptidase activity blockers – biochemical, fluorogenic H-Leu-NHMec substrate, 1536-well (AID 1445) | 220,000 compounds, 0.42% hits | one-dose inhibition, % at 30 µM; IC50 in µM for titrated hits | recombinant M1AAP, H-Leu-NHMec fluorogenic kinetic assay; higher % means a stronger effect;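 active = primary inhibition above the hit cutoff, then over 50% inhibition at one or more dose response concentrations, cut at about 23% in these data, passing the limit was not always enough; inconclusive = conflicting primary data, or primary hits not chosen for dose response; inactive = low primary inhibition, or under 50% at every dose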;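 note: plate controls were DMSO full reaction for no effect and no enzyme background for full effect; strong numbers were not always called active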
Insulin prom up: MIN6 insulin promoter up-regulation | MIN6 insulin promoter-GFP reporter, high-content imaging; hits give high values | z-score at 5 µM | 190,000 compounds, 0.3% hits | AID 1625;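 active = z-score above 3 at 5 µM with at least 500 cells counted in the well; inconclusive = wells under 500 cells, flagged as cytotoxic or low count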
MT stabilizer: stabilizes microtubules in HeLa cells | HeLa tubulin immunostaining HCS, 24 h; share of cells brighter than vehicle mean+2SD | % tubulin-high responders, % at 10 µM | 200,000 compounds, 0.83% hits | AID 2205;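 active = plate Z-score above 3 for both tubulin-high and condensed-nucleus cell shares, with cell loss under 80%, at 10 µM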;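 note: anti alpha tubulin signal scored within the nucleus-defined area of each cell; some results filed as inactive read as strong as hits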
Hep lipid drop: modulators of hepatic lipid droplet formation | AID 1656 | 240,000 compounds, 0.4% hits | AML12 mouse hepatocytes, oleate lipid droplets, BODIPY imaging | inhibition, % at 6.5 µM;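 active = lipid droplet intensity inhibited by at least 50%, with more than 500 cells counted; inconclusive = wells with under 300 cells, treated as cytotoxic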
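Material – AML12 mouse liver cells · Also added – oleate loading, 100 µM · Compound dosing – 6.5 µM single-point dosing · Times – overnight treatment with compound plus oleate · Measured by – fluorescence imaging, 20x objective, two fields per well · Read-out – percent inhibition of filter-corrected integrated lipid droplet intensity per well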
Yfh1-off respiration: enhancers of respiration in Yfh1-depleted yeast, dose response, Friedreich's ataxia, plus single-dose screen (AID 1465); 220,000 compounds, 0.074% hits; S. cerevisiae Yfh1-off respiration, WST-1 reduction, 72 h; higher fold induction means a stronger effect; fold induction at 50 µM; hits with a dose series show EC50 in µM;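 active = fold induction of absorbance versus untreated yeast above a set limit, then at least 30% activation at any dose in follow-up; inconclusive = repeats straddling the limit, or above it without dose testing; inactive = fold induction below the set limit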;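 note: activators that raise dye reduction in frataxin-depleted yeast; strong numbers were not always called active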
Dynein transport: dynein cargo transport inhibition | z-score, hits read low | AID 1381 | 220,000 compounds, 0.47% hits | 3617.4 mouse cells, GR-EGFP nuclear translocation imaging; test concentration mostly 20 µM; stimulated with dexamethasone, 1 µM; hits give low values;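 active = plate z-score of nuclear minus cytoplasmic receptor signal below a set negative limit, without overly bright fluorescence or cell loss, cut at about -3.5 in these data, passing the limit was not always enough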;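 note: z-score of nuclear minus cytoplasmic ring GR-EGFP intensity difference per well; some compounds called inactive have numbers as strong as hits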
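Buffer or medium: tet-free, stripped-serum medium; Also added: dexamethasone, 1.0 µM final; Technique: high-content fluorescence imaging after fixation; Times: 48 h induction, 1 h compound, 30 min dex at 37 °C; Read-out: per-cell GR-EGFP intensity, nucleus versus surrounding cytoplasmic ring, well-averaged.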
Autophagy HCS: modulators of autophagy. MEF GFP-LC3 puncta imaging; test concentration mostly 10 µM. 190,000 compounds, 0.98% hits. calls only at 10 µM (by protocol). AID 463193;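 active = percentage of spot-positive cells more than 3 SD above its plate mean, without a fluorescence outlier flag or 80% toxicity; inconclusive = no clear call, values can overlap the other calls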;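 note: spot-positive cell cutoff set from DMSO-treated cells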
Dynein transport cytoplasmic EGFP: also measured in Dynein transport; calls as there; z-score; measured here: cytoplasmic GR-EGFP intensity; hits give high values
Dynein transport nuclear GR-EGFP: second read-out of Dynein transport, no call of its own (marks repeat the call); z-score; measured here: nuclear GR-EGFP intensity;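 lower value marks the stronger effect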
Dynein transport cell count: second read-out of Dynein transport, no call of its own (marks repeat the call); z-score; measured here: cell count per field
Insulin prom up cell count: second read-out of Insulin prom up, no call of its own (marks repeat the call); cell count; measured here: cytotoxicity, nuclei count;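 total cells summed across four imaged fields per well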
Hep lipid drop cells 6.5 µM: recorded beside Hep lipid drop, whose call it bears; cell count; measured here: cell count, cytotoxicity flag;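 cells counted across two imaged fields per well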
MT stabilizer Hoechst-high %: also measured in MT stabilizer; calls as there; % Hoechst-high responders; measured here: nuclear condensation Hoechst responders;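 share of cells brighter than vehicle mean plus two SD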
MT stabilizer cytotoxicity %: also measured in MT stabilizer; calls as there; toxicity, %; measured here: cytotoxicity by cell density;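 0% = mean cell density of plate MIN control wells and 100% = no cells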
Autophagy HCS cell loss 18 h: recorded beside Autophagy HCS, whose call it bears; toxicity, %; measured here: cell loss, nuclei count;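 cell loss after 18 h compound exposure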
The depositor's hits bear a star; i = inactive; ? = inconclusive; nt = not tested or not shown.

SMILES	P. falciparum M17LAP	CSM14.1 death rescue	P. falciparum M1AAP	Insulin prom up	Insulin prom up cell count	MT stabilizer	MT stabilizer Hoechst-high %	MT stabilizer cytotoxicity %	Hep lipid drop	Hep lipid drop cells 6.5 µM	Yfh1-off respiration	Dynein transport	Dynein transport cytoplasmic EGFP	Dynein transport nuclear GR-EGFP	Dynein transport cell count	Autophagy HCS	Autophagy HCS cell loss 18 h
C/C(CC(=O)Nc1ccccn1)=N\NC(=O)c1cnccn1	-1%	nt	-2%	-0.05	1080	nt	nt	nt	15	708	i	2	-0.22	1.7	-1.6	nt	nt
O=C(NC(Cc1ccccc1)C(=O)O)/C(=C\c1ccco1)NC(=O)c1ccco1 (centres undefined)	32%	7.8%	5%	1.3	1410	1.0	1.1	2.5	-3	698	i	-0.0025	-0.025	-0.029	-2.2	i	14
Cc1ccc(C)c(OCC(=O)N/N=C/c2c(C)nn(-c3ccccc3)c2Cl)c1C	3%	-1.3%	-5%	-0.33	1235	3.8	2.6	6.6	-11	643	i	-0.19	-0.0075	-0.31	0.28	i	3
CC(C)c1ccc(NC(=O)COC(=O)CCC(=O)c2cccs2)cc1	13%	3.5%	-4%	-0.13	1519	2.0	1.5	3.2	-15	558	i	0.052	-0.26	-0.26	0.03	i	22
C/C=C/Cn1c(SCc2ccc(C)cc2)nc2c1c(=O)[nH]c(=O)n2C	6%	1.5%	0%	-1.2	1239	4.7	2.2	12	nt	nt	i	-0.43	-0.27	-0.08	0.42	i	10
COC(=O)c1ccc(CSc2nnnn2C)o1	2%	-1.4%	6%	0.5	1094	2.7	1.2	7.6	nt	nt	i	-0.15	-0.13	0.13	0.83	i	-4
Cc1c(C=O)c2ccccc2n1CC(=O)N1CCc2ccccc2C1	8%	-2.5%	4%	nt	nt	2.5	0.1	9.2	-14	797	nt	-0.22	-0.2	0.15	0.81	i	-3
CC12C(=O)N(c3nccs3)C(=O)C1C1C=CC2C1 (centres undefined)	2%	nt	-5%	nt	nt	0.8	1.7	6.4	11	704	i	-0.58	-0.21	-0.07	-0.36	i	-10
C=C(C)CN=C1NN=C(c2cc(C)n(-c3ccc(C)cc3)c2C)CS1	7%	2.0%	8%	0.1	1347	2.3	3.2	8.5	-15	703	i	-0.41	-0.12	-0.48	0.18	i	18
O=[N+]([O-])c1cccc(/C=N/N2CCN(c3ccccn3)CC2)c1	-2%	-1.2%	?	0.9	1560	2.9	1.7	4.5	-3	672	i	-0.63	-0.26	-0.38	0.2	i	-9
Cc1ncc(C(=O)O)c(C(=O)O)c1N	4%	nt	-4%	-0.27	989	nt	nt	nt	1	832	i	0.22	-0.8	-0.0067	-0.44	nt	nt
CC(C)c1ccc(NC(=O)COc2nncc3ccccc23)cc1	43%	-3.5%	11%	1.3	1517	2.9	3.0	6.7	-27	486	i	2.8	-0.049	2.1	-1.3	i	7
CCOC(=O)c1cnn(-c2ncnc3c2cnn3Cc2ccccc2)c1N	nt	nt	nt	nt	nt	1.9	2.2	11	nt	nt	i	-0.55	-0.22	0.37	0.34	i	-3
COc1ccc(C2CC(=O)c3cnn(-c4nc(C)cc(C)n4)c3C2)cc1 (centres undefined)	-5%	-2.7%	-3%	nt	nt	40*	15*	62*	2	701	i	-0.92	-0.26	-0.41	1.9	i	6
COC(=O)CC1C(=O)NCCN1C(=O)Nc1ccccc1 (centres undefined)	1%	-2.5%	0%	0.01	1311	3.9	2.6	9.1	nt	nt	i	-0.15	-0.23	0.48	-0.26	i	-1
O=C(CCCOc1ccc(Cl)cc1Cl)N/N=C/c1ccc(Cl)cc1	13%	-2.6%	3%	-0.44	1339	3.2	2.7	9.6	-23	531	i	-0.095	-0.15	-0.085	-0.43	i	5
Clc1ccc(C2[C@H]3CN(CC4CCCCC4)[C@H](c4ccccc4)C34CC2(c2ccccc2)C4)cn1 (some centres undefined)	-1%	nt	4%	-0.99	982	nt	nt	nt	-1	735	i	-0.52	-0.78	-0.3	0.26	nt	nt
CCC(C)n1c(/C=C/c2ccccc2)nc2ccccc21 (centres undefined)	-15%	-2.8%	11%	-0.3	1276	1.8	1.1	11	-14	637	i	1	-0.21	0.76	-1.1	i	-2
CCCCCC(=O)OC(CN1CCCCCC1)CN1CCCC1=O (centres undefined)	-4%	nt	-1%	0.21	1010	nt	nt	nt	-3	677	i	0.41	-0.24	0.17	0.56	nt	nt
COc1ccc(N2CC(O)(c3ccc(C)cc3)[N+]3=C2CCCC3)cc1 (centres undefined)	1%	-1.5%	2%	-2.8	761	1.4	1.4	2.2	38	654	i	-1.9	0.15	-1	0.11	i	6

Not a retest: an excerpt of the list.
SMILES	P. falciparum M17LAP	CSM14.1 death rescue	P. falciparum M1AAP	Insulin prom up	Insulin prom up cell count	MT stabilizer	MT stabilizer Hoechst-high %	MT stabilizer cytotoxicity %	Hep lipid drop	Hep lipid drop cells 6.5 µM	Yfh1-off respiration	Dynein transport	Dynein transport cytoplasmic EGFP	Dynein transport nuclear GR-EGFP	Dynein transport cell count	Autophagy HCS	Autophagy HCS cell loss 18 h
Cc1ncc(C(=O)O)c(C(=O)O)c1N	4%	nt	-4%	-0.27	989	nt	nt	nt	1	832	i	0.22	-0.8	-0.0067	-0.44	nt	nt
CC(C)c1ccc(NC(=O)COc2nncc3ccccc23)cc1	43%	-3.5%	11%	1.3	1517	2.9	3.0	6.7	-27	486	i	2.8	-0.049	2.1	-1.3	i	7
CCOC(=O)c1cnn(-c2ncnc3c2cnn3Cc2ccccc2)c1N	nt	nt	nt	nt	nt	1.9	2.2	11	nt	nt	i	-0.55	-0.22	0.37	0.34	i	-3
COc1ccc(C2CC(=O)c3cnn(-c4nc(C)cc(C)n4)c3C2)cc1 (centres undefined)	-5%	-2.7%	-3%	nt	nt	40*	15*	62*	2	701	i	-0.92	-0.26	-0.41	1.9	i	6
COC(=O)CC1C(=O)NCCN1C(=O)Nc1ccccc1 (centres undefined)	1%	-2.5%	0%	0.01	1311	3.9	2.6	9.1	nt	nt	i	-0.15	-0.23	0.48	-0.26	i	-1
O=C(CCCOc1ccc(Cl)cc1Cl)N/N=C/c1ccc(Cl)cc1	13%	-2.6%	3%	-0.44	1339	3.2	2.7	9.6	-23	531	i	-0.095	-0.15	-0.085	-0.43	i	5
Clc1ccc(C2[C@H]3CN(CC4CCCCC4)[C@H](c4ccccc4)C34CC2(c2ccccc2)C4)cn1 (some centres undefined)	-1%	nt	4%	-0.99	982	nt	nt	nt	-1	735	i	-0.52	-0.78	-0.3	0.26	nt	nt
CCC(C)n1c(/C=C/c2ccccc2)nc2ccccc21 (centres undefined)	-15%	-2.8%	11%	-0.3	1276	1.8	1.1	11	-14	637	i	1	-0.21	0.76	-1.1	i	-2
CCCCCC(=O)OC(CN1CCCCCC1)CN1CCCC1=O (centres undefined)	-4%	nt	-1%	0.21	1010	nt	nt	nt	-3	677	i	0.41	-0.24	0.17	0.56	nt	nt
COc1ccc(N2CC(O)(c3ccc(C)cc3)[N+]3=C2CCCC3)cc1 (centres undefined)	1%	-1.5%	2%	-2.8	761	1.4	1.4	2.2	38	654	i	-1.9	0.15	-1	0.11	i	6

Next structures.
SMILES	P. falciparum M17LAP	CSM14.1 death rescue	P. falciparum M1AAP	Insulin prom up	Insulin prom up cell count	MT stabilizer	MT stabilizer Hoechst-high %	MT stabilizer cytotoxicity %	Hep lipid drop	Hep lipid drop cells 6.5 µM	Yfh1-off respiration	Dynein transport	Dynein transport cytoplasmic EGFP	Dynein transport nuclear GR-EGFP	Dynein transport cell count	Autophagy HCS	Autophagy HCS cell loss 18 h
CC(C/C=N/NC(=O)COc1cc(Cl)ccc1Cl)c1ccccc1 (centres undefined)	-1%	-1.4%	15%	-0.07	1456	2.3	2.1	8.8	nt	nt	i	-0.34	-0.2	0.37	0.54	i	0
Cc1ccc(NC(=O)Nc2c(Cl)cccc2Cl)cn1	-6%	nt	4%	0.54	1302	nt	nt	nt	-3	720	i	-0.17	-0.22	-0.48	0.93	nt	nt
COc1cccc(NS(=O)(=O)c2ccc3[nH]cc(C(=O)NCCC(C)C)c(=O)c3c2)c1	-11%	0.7%	2%	-0.1	1267	2.2	1.4	6.9	nt	nt	i	-0.27	-0.071	-0.27	0.66	i	-4
COCc1ccc(CN2CCCC(CCC(=O)NCc3ccc(C)o3)C2)o1 (centres undefined)	-2%	-0.3%	1%	0.51	1371	1.5	0.8	3.1	6	616	i	0.13	-0.28	0.29	-0.15	i	10
O=C(NC1CC1)c1scc2c1OCCO2	-4%	1.8%	0%	0.37	1515	1.9	2.5	12	nt	nt	i	0.84	-0.33	0.6	0.38	i	23
Cn1ccnc1Sc1nc2c(c(=O)n(C)c(=O)n2C)n1C	17%	2.2%	5%	-0.28	1057	4.2	2.1	7.2	nt	nt	i	-1.2	0.47	-0.19	0.13	i	15
COc1ccc(F)cc1S(=O)(=O)Nc1ccc2c(c1)OCCO2	-9%	nt	3%	nt	nt	3.0	3.3	6.4	4	704	i	0.85	-0.18	0.58	-0.13	i	10
Cc1ccccc1NC(=O)CN1C(=O)NC(C)(CCc2ccccc2)C1=O (centres undefined)	-2%	nt	5%	0.83	1027	3.1	1.8	8.5	15	731	i	-0.09	-0.35	0.23	0.76	i	2
